# Screens deposited in PubChem by several laboratories.
# Redox H2O2 prof: compounds producing H2O2 with reducing agent – biochemical, NIH compound library profiling, artefact control for MLSCN library redox annotation, primary screen. activation, % at 10 µM. 200,000 compounds, 0.03% hits. DTT-dependent redox cycling H2O2, phenol red/HRP absorbance; 100% = 100 µM peroxide control, 0% = buffer;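 active means activation of at least 50% relative to the plate's high and low controls in the primary single-dose screen; inactive means activation below 50%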;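 further: compound incubated with DTT at 0.8 mM final as the reducing agent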
# PMI act: activators of human phosphomannose isomerase; P34949; activation factor at 20 µM; 190,000 compounds, 0.005% hits; purified human PMI, coupled resazurin fluorescence, 20 min; active compounds read high; 1 = vehicle control, 0 substrate-free wells;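 active means activation factor of 2 or more at 20 µM, relative to plate controls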
# Diaphorase act: diaphorase activation or chemical reduction counter-screen | Diaphorase/resazurin coupled assay, resorufin fluorescence, 16 min; active compounds read high; 1 = vehicle wells, 0 = NADH-free wells | activation factor at 20 µM | 190,000 compounds, 0.005% hits | AID 1229;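 active means diaphorase activity raised at least twofold by the compound at 20 µM; inactive means activation factor below 2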
#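 test system = bacterial diaphorase enzyme (C. kluyveri) | quantity = enzyme 0.07 U/mL final | reagent = NADH substrate 0.114 mM plus resazurin dye 0.1 mM, final | incubation = 16 min enzyme reaction, ambient temperature | buffer or medium = HEPES pH 7.4 buffer with MgCl2 and Tween 20 | signal = fluorescence of resorufin, 544 nm excitation, 590 nm emission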
# Hsp70 act: transcriptional activators of Hsp70. HeLa Hsp70 promoter luciferase reporter, luminescence; scaled: vehicle 0, proteasome-inhibitor control 100%. activation, % at 10 µM. 200,000 compounds, 0.04% hits. AID 1203;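 active means activation above the mean across all tested compounds plus 3 SD, cutoff set per campaign, cut at about 5.5% in these data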;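 further: 100% = MG132 at 30 µM as the positive control and 0% = DMSO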
# Diaphorase inh: inhibits diaphorase or chemically oxidizes, flagging diaphorase assay artifacts. diaphorase resazurin-to-resorufin fluorescence, NADH, 16 min; bacterial (C. kluyveri) enzyme, not human. AID 1217. 190,000 compounds, 0.69% hits. inhibition, % at 20 µM;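 active means primary screen inhibition at 20 µM above a set limit, cut at about 50% in these data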;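 further: plate controls were DMSO with full reaction for no effect and wells lacking NADH for full effect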
#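 Test system: diaphorase enzyme from Clostridium kluyveri; amount: diaphorase at 0.14 U/mL in enzyme working solution; detection: fluorescence of resorufin formed from resazurin, Ex 544/Em 590 nm; times: reaction incubation of 16 min at room temperature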
# G6PDH counter: inhibits Leuconostoc G6PDH, flagging false hits in G6PDH-based assays; inhibition, % at 5 µM; Purified L. mesenteroides G6PDH, diaphorase/resazurin coupled fluorescence, 45 min; 200,000 compounds, 0.12% hits; AID 1020
# RAM inhibit: blocks the yeast RAM network; 190,000 compounds, 1.8% hits; AID 868; inhibition, % at 50 µM; S. cerevisiae dse1pr::URA3 reporter, 5-FOA growth OD615, 2 d; analog-sensitive cbk1-as2 kinase mutant strain;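 active means inhibition above a set limit, 3 SD over mean compound inhibition, cut at about 8.4% in these data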;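 further: 0% = DMSO-only wells with no growth and 100% = 10 µM 1-NA-PP1 full growth; inhibition rescues growth on 5-FOA so higher OD means more RAM inhibition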
# L major viab: inhibitors of Leishmania major promastigote growth | 200,000 compounds, 9% hits | inhibition, % at 10 µM | Leishmania major promastigotes, resazurin fluorescence viability;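 further: promastigotes grown with compound for 44 hours at 28 °C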
# TLR4-MyD88 BLA: TLR4-MyD88 interaction inhibition in cells | HeLa CL3-4 TLR4/MyD88 BLA complementation, FRET ratio | 200,000 compounds, 0.18% hits | O00206+Q99836 | inhibition, % at 8.4 µM; in the data active means inhibition above about 25%;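 further: 0% = vehicle and 100% = reference inhibitor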
# Target sequence (O00206 whole entry, looked up): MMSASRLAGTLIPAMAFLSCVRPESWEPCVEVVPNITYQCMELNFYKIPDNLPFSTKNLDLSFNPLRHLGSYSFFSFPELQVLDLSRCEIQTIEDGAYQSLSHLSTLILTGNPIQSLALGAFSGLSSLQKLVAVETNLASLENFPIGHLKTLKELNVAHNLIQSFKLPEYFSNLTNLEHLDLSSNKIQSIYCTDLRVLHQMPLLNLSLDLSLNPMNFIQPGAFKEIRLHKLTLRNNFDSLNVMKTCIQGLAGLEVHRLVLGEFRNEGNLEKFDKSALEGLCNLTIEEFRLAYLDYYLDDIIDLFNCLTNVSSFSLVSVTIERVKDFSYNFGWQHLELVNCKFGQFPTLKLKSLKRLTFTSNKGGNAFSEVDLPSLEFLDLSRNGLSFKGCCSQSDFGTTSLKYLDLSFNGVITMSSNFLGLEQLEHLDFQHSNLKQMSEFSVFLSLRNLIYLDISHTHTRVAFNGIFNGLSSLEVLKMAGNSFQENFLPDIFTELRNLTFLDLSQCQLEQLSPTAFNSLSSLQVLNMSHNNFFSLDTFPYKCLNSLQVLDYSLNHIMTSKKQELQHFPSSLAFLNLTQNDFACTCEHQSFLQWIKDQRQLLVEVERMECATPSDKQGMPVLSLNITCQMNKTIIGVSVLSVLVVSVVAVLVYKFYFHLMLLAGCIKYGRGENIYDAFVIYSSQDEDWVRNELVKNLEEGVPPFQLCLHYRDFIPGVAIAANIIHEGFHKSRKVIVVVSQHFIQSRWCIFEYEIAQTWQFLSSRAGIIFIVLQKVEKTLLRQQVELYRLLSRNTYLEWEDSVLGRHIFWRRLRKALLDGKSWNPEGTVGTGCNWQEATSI
# Target sequence (Q99836 whole entry, looked up): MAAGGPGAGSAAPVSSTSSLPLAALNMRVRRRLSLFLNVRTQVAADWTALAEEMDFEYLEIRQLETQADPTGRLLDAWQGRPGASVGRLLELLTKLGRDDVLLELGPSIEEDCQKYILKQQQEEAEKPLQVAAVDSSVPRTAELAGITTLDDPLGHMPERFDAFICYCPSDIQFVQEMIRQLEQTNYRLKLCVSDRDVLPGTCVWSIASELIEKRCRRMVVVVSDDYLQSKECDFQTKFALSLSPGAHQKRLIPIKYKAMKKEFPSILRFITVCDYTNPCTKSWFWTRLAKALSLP
# PMI act hi M6P: increases human PMI activity with near-saturating mannose 6-phosphate; coupled PMI enzyme assay, resazurin fluorescence, 20 min; active compounds read high; 1 = untreated enzyme, 0 = substrate-free blank; 190,000 compounds, 0.34% hits; activation factor at 20 µM;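 active means activation factor of 2 or more at 20 µM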
#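 Test system: human phosphomannose isomerase with PGI, G6PDH, diaphorase coupling enzymes; amount: 15 ng/mL PMI; incubation: enzyme reaction with compound 20 min at room temperature; technique: resorufin fluorescence (Ex 544/Em 590 nm) from resazurin via diaphorase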
# S1P3 antag: blocks the human S1P3 receptor. Q99500. CHO S1P3 NFAT-BLA reporter, FRET fluorescence, antagonist mode. inhibition, % at 4.98 µM. 170,000 compounds, 0.27% hits;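 active means inhibition above the plate cutoff, the mean inhibition of test wells on that plate plus 3 SD, cut at about 28% in these data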;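 further: cells challenged with S1P at its EC80 of 0.8 µM; blue over green emission ratio from cleaved BLA substrate after 4 h stimulation; 0% = S1P-stimulated wells and 100% = unstimulated DMSO-only wells; some compounds past the cut are filed as inactive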
# * hit, by the source's call; nt = not tested or not shown. Unless noted, no stated cut-off is given here; in the data, active means inhibition above about 50%; inactive means the rest.
# Start of the listing, in advance (2 entries):
SMILES,Redox H2O2 prof,PMI act,Diaphorase act,Hsp70 act,Diaphorase inh,G6PDH counter,RAM inhibit,L major viab,TLR4-MyD88 BLA,PMI act hi M6P,S1P3 antag
CC(C)Cn1[nH]c2c3c(ccc2c1=O)C(=O)c1ccccc1C3=O,5.2,0.8,1,-0.1,4,39,1.7,90*,2,0.4,nt
CCC(CC)c1nnc(NC(=O)c2cccnc2SC)s1,-1.7,1.2,0.9,0.2,11,-3,1.1,-3,-12,1.3,1

# Main list, previewed entries included:
SMILES,Redox H2O2 prof,PMI act,Diaphorase act,Hsp70 act,Diaphorase inh,G6PDH counter,RAM inhibit,L major viab,TLR4-MyD88 BLA,PMI act hi M6P,S1P3 antag
CC(C)Cn1[nH]c2c3c(ccc2c1=O)C(=O)c1ccccc1C3=O,5.2,0.8,1,-0.1,4,39,1.7,90*,2,0.4,nt
CCC(CC)c1nnc(NC(=O)c2cccnc2SC)s1,-1.7,1.2,0.9,0.2,11,-3,1.1,-3,-12,1.3,1
Cc1noc(C)c1C(=O)OCC(=O)Nc1cccc(S(=O)(=O)N(C)C)c1,0.3,0.8,0.9,-0.3,9,14,1.1,48,-1,0.9,-2
CCOc1ccc(C(=O)Nc2ccc(N3CCN(C(C)=O)CC3)cc2)cc1[N+](=O)[O-],-1.8,1,1,-0.3,4,6,2.9,-2,0,0.9,11
COc1ccc(OC)c(C(=O)CN2CCN(S(=O)(=O)c3ccc(Br)cc3)CC2)c1,-1.6,1.3,0.8,-0.3,23,23,1.0,0,3,1.6,9
Cn1c2ccc(F)cc2c2ncn(CCN3CCOCC3)c(=O)c21,0.1,0.8,0.9,-0.1,9,12,-0.1,1,-3,0.9,13
COCCN1CCC(CNCc2cn(-c3cc(C)ccc3C)nc2-c2ccccc2)C1 (stereo unspecified),-0.6,0.9,1.2,-0.3,-21,11,1.6,100*,-6,1,2
O=C(Nc1cccc(S(=O)(=O)NCc2ccco2)c1)c1cc(-c2ccc(F)cc2)nc2ccccc12,-0.6,1.1,0.7,-0.2,28,17,7.5,98*,11,1.1,3
COc1ccc(Nc2nc(N)nc(CSC(=S)N3CCN(c4ccccc4)CC3)n2)cc1,2.8,0.9,0.9,-0.4,12,-18,2.8,16,-5,1,12
Cc1cc(C(=O)OCCO)c(C#N)c(N)n1,0.9,1.1,1,-0.1,-2,-2,1.1,-4,21,1.1,-33
COc1cccc(NC(=O)c2ccc(S(=O)(=O)N3CCCCC3)cc2)c1,0.0,0.9,0.8,-0.3,19,-16,1.0,4,9,0.9,-23
Cc1cccc(Nc2nnc(SCC(=O)NC3CCCc4ccccc43)s2)c1C (stereo unspecified),0.6,1.1,0.9,-0.2,10,-13,2.2,9,-15,1.1,-1
CC(=O)NC1C(=O)N(CC(C)C)c2ccccc21 (stereo unspecified),0.3,1,1.1,-0.1,-9,13,2.1,0,5,1.1,nt
CC(=N/O)/C(=N\O)c1ccc(C)o1,0.0,0.9,0.9,0.1,7,8,1.3,2,-16,0.9,16
CN(C)/C=C/C(=O)c1ccc(Br)cc1,0.0,1.1,1,1.2,3,13,3.4,0,-10,1,-9
C=CCn1c(SCCN2CCOCC2)nc2c1c(=O)[nH]c(=O)n2C,-0.6,1,1,-0.5,2,10,-0.1,4,4,1,-26
O=C(Nc1ccccc1F)N(Cc1ccc(F)cc1)Cc1nc2ccccc2c(=O)[nH]1,2.9,1,1,-0.3,-2,-3,5.7,-4,-3,1,-9
CCCC/S(C)=N/S(=O)(=O)c1ccc(C)cc1 (stereo unspecified),-1.0,0.9,0.9,-0.1,12,-1,-0.1,-10,2,1,-1
O=S(=O)(NC1CC1)c1ccc(S(=O)(=O)N2CCCc3ccccc32)cc1,-3.0,0.9,0.8,-0.6,24,5,1.5,95*,-10,0.9,-4
CS(=O)(=O)Nc1ccc(C(=O)NC2CC3CCC2C3)cc1 (stereo unspecified),0.0,1,0.9,0.1,15,6,0.8,-6,1,1,nt
Cc1ccccc1CN(c1ccc(C(=O)Nc2cccnc2)cc1)S(C)(=O)=O,0.2,1.1,0.9,0.0,10,-1,-0.2,24,7,1.1,nt
Cc1c(CN(C)C)c2c(n1Cc1ccccc1)C(=O)c1ccccc1-2,2.4,0.9,0.8,-0.3,22,-2,1.1,75*,3,0.9,nt
CC(Sc1nnc2ccccn12)C(=O)Nc1ccc2c(c1)OCCO2 (stereo unspecified),-0.7,1.1,1,0.0,3,9,1.4,-3,-7,1,2
Cc1cccc(-n2ncc(C#N)c2N)c1,0.6,0.9,0.9,-0.2,10,4,-0.5,0,10,0.9,7
CCOc1ccc(CNC(=O)CCn2c(=O)oc3ccccc32)cc1,2.6,1,1,-0.5,3,10,3.2,-6,-3,1.1,11
Fc1ccc(OCCOCCNCC2CCCO2)cc1 (stereo unspecified),1.4,1,1,-0.2,0,5,1.6,31,-16,1,nt
CCCC(C)C(=O)Nc1ccccc1C(=O)OCC (stereo unspecified),0.1,0.9,0.9,-0.3,9,3,-1.1,-5,1,0.9,nt
CCCn1c(C2CC(=O)N(c3ccc(C)cc3)C2)nc2ccccc21 (stereo unspecified),0.1,1,0.9,-0.3,10,0,0.0,3,-17,1.1,nt
CC(CCc1ccccc1)NC(=O)/C=C/c1ccccc1 (stereo unspecified),3.0,1,0.9,-0.3,14,7,0.7,-4,9,1,nt
CCN(CC)CCOC(=O)c1ccc(NC(=O)C(C)NC(=O)C23CC4CC(CC(C4)C2)C3)cc1 (stereo unspecified),-0.2,1.1,0.9,0.2,8,-2,-0.4,16,6,1.1,14
Cc1nc(C)c2c(=O)cc(-c3ccccc3)[nH]c2n1,0.3,0.9,1,-0.3,4,7,-0.3,13,17,0.9,4
CN(/N=C/c1ccncc1)C1=NS(=O)(=O)c2ccccc21,-3.6,0.9,0.9,-0.1,11,3,3.9,6,-6,1,nt
CCOC(=O)c1cc2c(nc1N)CC(C)(C)OC2,0.9,1.1,0.9,-0.2,9,6,1.6,-4,2,1.1,nt
O=C(CSc1nnc(CNC(=O)c2c(F)cccc2Cl)o1)Nc1ccc2c(c1)OCCO2,-0.7,1,1,-0.1,4,5,0.4,-1,3,1.1,nt
COc1ccc(NC2CC(=O)N(C)C2=O)cc1 (stereo unspecified),-0.3,0.9,1,-0.5,0,2,-0.1,-2,9,0.9,nt
Cc1cc(C)nc(SCC(=O)N/N=C/c2cccs2)n1,0.5,1,0.9,-0.3,12,0,2.0,-3,2,1,2
COc1cccc(-c2csc(NC(=O)Oc3ccccc3)n2)c1,-4.4,0.9,0.9,-0.1,7,1,3.1,-4,-10,0.9,nt
COc1ccc(S(=O)(=O)NC(C)C)cc1C(=O)NC1CCCCC1,-0.1,1,0.9,-0.4,10,5,0.7,1,3,1,-32
Nc1cc(N)nc(SCC(=O)NCc2ccco2)n1,0.1,0.9,1,-0.1,0,5,1.5,-4,-9,1,-7
CCOC(=O)C1(CC2CC2)CCN(Cc2cc(Cl)c(O)c(OC)c2)CC1,2.4,0.9,0.9,-0.1,13,14,1.5,6,0,0.8,6
O=C(Nc1ccc2oc(-c3ccccc3F)nc2c1)c1ccco1,-1.9,1,0.8,0.3,18,-1,-0.4,9,-4,1,-12
Cc1nn2c(-c3ccc(Cl)cc3)ccnc2c1-c1ccccc1,0.3,0.9,0.9,-0.6,8,0,4.2,4,-5,1,nt
N#Cc1nc(-c2cccs2)oc1NCCCN1CCOCC1,0.3,1,0.8,-0.3,17,-3,2.4,13,2,1,26
O=C(CSc1nc2cc(C(F)(F)F)ccc2n1Cc1ccccc1)NC1CCS(=O)(=O)C1 (stereo unspecified),-0.6,1,0.8,0.3,16,2,1.8,97*,1,1,2
CCOc1cc(/C=N/O)ccc1OCc1ccc(F)cc1,-0.6,1,1,-0.4,4,1,0.6,37,10,1,-3
CCn1c(N2CCN(S(=O)(=O)c3ccc(Cl)cc3)CC2)nc2ccccc21,0.1,0.9,0.7,-0.4,35,-3,0.5,81*,-15,1,2
CC1(C)CC(=O)C2=C(C1)OC(N)=C(C#N)C2c1ccccc1 (stereo unspecified),0.2,1.1,0.9,-0.1,11,4,0.0,-3,3,1,-8
c1ccc(OCCCn2nnc(-c3ccncc3)n2)cc1,2.3,1.1,1,-0.2,2,-1,1.1,14,-7,1,-24
CCOC(=O)c1c(C)nc(-c2ccccc2)nc1NC(=O)CC,-0.4,1,0.9,-0.2,6,8,3.7,6,-4,1,-15
C(/C=C/C=C/Nc1ccccc1)=Nc1ccccc1,-4.6,1,0.9,-0.2,7,-3,-0.2,-3,-13,1.1,nt

# The list continues.
SMILES,Redox H2O2 prof,PMI act,Diaphorase act,Hsp70 act,Diaphorase inh,G6PDH counter,RAM inhibit,L major viab,TLR4-MyD88 BLA,PMI act hi M6P,S1P3 antag
COc1ccc(-c2cc3nc4c(c(=O)n3[nH]2)CCC4)cc1,1.6,0.8,0.7,0.1,26,-3,4.2,9,-12,0.8,-22
Cc1cccc(NC(=O)c2ccc([N+](=O)[O-])o2)n1,-3.3,1.1,0.9,0.1,11,-2,0.4,96*,6,1,nt
Nc1nc(NCc2ccco2)nc(N2CCCCC2)c1[N+](=O)[O-],0.0,1.1,0.8,-0.3,15,3,-0.2,3,-12,0.9,12
Cc1ccc(C2=NN(C3=NN=C(N)Cc4ncnn43)C(O)(C(F)(F)F)C2)cc1 (stereo unspecified),0.3,nt,nt,0.0,nt,19,0.8,-7,-8,nt,-20
COC(=O)c1ccc(C)c(NS(=O)(=O)c2ccc(C)c([N+](=O)[O-])c2)c1,1.6,0.9,0.8,-0.2,15,2,0.1,12,-14,0.9,nt
Cc1cccc(C)c1NC(=O)Nc1ccccc1-n1ccnc1,0.5,1,1,-0.1,-3,13,1.7,-5,0,1,11
Cn1c(SCc2cccc(Cl)c2)nc(C(F)(F)F)cc1=O,0.7,0.9,0.8,-0.3,22,8,3.3,4,-14,0.9,nt
NC(=S)NNc1cccc2cccnc12,-0.1,0.6,0.3,0.0,72*,39,3.0,-2,0,1,-1
CC(=O)OCC[n+]1c(C)n(-c2ccccc2)c2ccc(Cl)cc21,-1.2,0.7,1,-0.2,1,5,-1.1,-17,-2,0.8,0
COc1ccc(N(CC(=O)NCc2ccccc2)S(=O)(=O)c2c(C)noc2C)cc1,-0.9,0.9,0.8,-0.2,15,14,4.4,7,10,0.8,1

# This is a random part of the collection. About 12% of those tested had a hit in this group.
